# PERK inh = human PERK inhibition, primary cell-based screen; Q9NZJ5; CHO PERK-DD fusion, SEAP luminescence translation reporter; inhibition, % at 5.6 µM; actives 0.17% (n = 220,000);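 active means inhibition above the mean inhibition of all tested compounds plus 3 SD, set separately per screening campaign, cut at about 2.9% in these data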;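 further: PERK kinase domain activated by AP20187 dimerizer at 100 nM; 0% = DMSO with dimerizer and 100% = rapamycin at 8.4 µM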
# S1P4 antagonist = human S1P4 receptor antagonism; S1P4-expressing cells, antagonist mode, reporter read-out; inhibition, % at 4.98 µM; actives 0.26% (n = 220,000); in the data active means inhibition above about 29%;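 further: 0% = wells stimulated with agonist and 100% = vehicle wells without agonist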
# Target sequence (O95977 whole entry, looked up): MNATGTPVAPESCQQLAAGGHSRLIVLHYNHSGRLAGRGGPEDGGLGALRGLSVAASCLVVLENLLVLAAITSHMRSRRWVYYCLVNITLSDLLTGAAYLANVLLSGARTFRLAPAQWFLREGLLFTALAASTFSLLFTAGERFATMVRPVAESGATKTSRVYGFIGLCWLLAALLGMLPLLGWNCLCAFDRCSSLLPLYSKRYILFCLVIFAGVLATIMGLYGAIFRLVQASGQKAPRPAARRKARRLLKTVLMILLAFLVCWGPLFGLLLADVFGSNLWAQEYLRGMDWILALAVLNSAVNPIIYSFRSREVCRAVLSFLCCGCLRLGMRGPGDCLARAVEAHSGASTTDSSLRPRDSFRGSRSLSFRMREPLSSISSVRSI
# BaF3 parental = reduces parental Ba/F3 cell viability, JAK2V617F counter-screen. inhibition, % at 5.6 µM. actives 1.1% (n = 220,000). AID 1486. CellTiter-Glo ATP luminescence;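 active means inhibition above a per-campaign cutoff, the mean inhibition of all tested compounds plus 3 SD, cut at about 27% in these data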;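 further: 0% = DMSO wells and 100% = JAK Inhibitor I control wells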
# MDM2 E3 inh = blocks human Mdm2 ubiquitin ligase activity; Q00987; cell-based MDM2 ubiquitination luciferase reporter, 2 h; 0 = plate control, 100 = twice control, blank-subtracted; signal enhancement, % at 5 µM; actives 0.11% (n = 210,000); AID 1230;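 active means signal enhancement of 30% or more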;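 further: luminescence tracks abundance of the self-degrading MDM2-luciferase fusion protein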
#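 Test system: stable mammalian line carrying autodegrading MDM2–luciferase fusion reporter; quantity: 2000 cells in each well; times: 4 h cell settling then 2 h compound exposure, 37 °C; detection: luminescence with SteadyLite reagent, 15 min at room temperature; evaluation: percent signal gain over controls, blank-subtracted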
# Wee1 stabilizer = human Wee1 degradation inhibition, primary screen | P30291 | HeLa Luc-Wee1K328M stability, luciferase luminescence; 100% = proteasome inhibitor MG132 effect | reporter increase, % at 5 µM | actives 1.2% (n = 220,000) | AID 1321;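 active means activation above the mean of all tested compounds plus 3 SD, set per screening run, cut at about 8.8% in these data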;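 further: cells exposed to compound for 20 h before luminescence read; 0% = DMSO alone and 100% = MG132 at 30 µM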
# NPY2 pot ag = potentiators or agonists of human neuropeptide Y receptor Y2 | AID 1359 | actives 0.45% (n = 220,000) | P49146 | cells expressing NPY-Y2, potentiator/agonist read-out | activation, % at 3.6 µM; in the data active means activation above about 27%;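 further: cells stimulated with NPY near EC25 plus isoproterenol at EC100; 0% = vehicle plus submaximal agonist and 100% = vehicle plus saturating agonist; some results beyond the cut were filed as inactive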
# Target sequence (P49146 whole entry, looked up): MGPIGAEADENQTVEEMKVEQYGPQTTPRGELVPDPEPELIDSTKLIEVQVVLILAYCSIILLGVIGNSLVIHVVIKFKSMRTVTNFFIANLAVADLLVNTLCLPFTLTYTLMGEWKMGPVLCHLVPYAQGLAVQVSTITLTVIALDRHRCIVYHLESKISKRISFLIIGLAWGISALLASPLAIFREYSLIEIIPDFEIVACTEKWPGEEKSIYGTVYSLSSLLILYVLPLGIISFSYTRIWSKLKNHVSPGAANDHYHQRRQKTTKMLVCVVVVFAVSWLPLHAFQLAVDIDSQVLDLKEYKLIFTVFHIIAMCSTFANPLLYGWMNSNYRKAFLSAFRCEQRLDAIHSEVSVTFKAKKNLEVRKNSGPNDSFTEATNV
# S1P4 ag = human S1P4 receptor agonism; O95977; S1P4-expressing cell line, agonist reporter assay; activation, % at 4.98 µM; actives 0.35% (n = 220,000); AID 1509; in the data active means activation above about 11%;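 further: 0% = DMSO vehicle and 100% = reference agonist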
# Ba/F3 V617F tox = loss of viability in JAK2V617F-driven Ba/F3 cells. actives 1.1% (n = 220,000). inhibition, % at 5.6 µM. Ba/F3 EpoR-JAK2V617F viability, ATP luminescence;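 active means inhibition above the campaign mean plus 3 SD over all tested compounds, cut at about 24% in these data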;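 further: cytokine-independent growth of Ba/F3 cells driven by EpoR plus mutant JAK2; 0% = DMSO-treated cells and 100% = JAK inhibitor I control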
# eIF4E 4G PPI = inhibitors of eIF4E and eIF4G interaction in translation initiation. actives 0.37% (n = 220,000). inhibition, % at 21.7 µM. P63073+Q04637. TR-FRET eIF4E-eIF4GI(517-606) binding, 2 h. AID 782;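 active means inhibition above about 30%, limit read from the data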;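 further: 0% = full FRET control wells and 100% = background wells lacking eIF4GI fragment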
# * marks the source's active call; other numbers are inactive results; . = not tested or not shown; [ ] = dose if it differs, or a comment.
1	COc1ccc(C2=CC(c3ccc(Cl)cc3)n3cnnc3N2)cc1OC (centres undefined)
2	C/C(=N\NC(=O)c1ccc(CN(C)S(=O)(=O)c2ccc(C)cc2)cc1)c1ccc(OC(F)F)cc1
3	S=C(Nc1ccccc1)Nc1nccs1
4	CCOC(=O)C1(Cc2cccc(OC)c2)CCN(Cc2csc(C(C)=O)c2)CC1
5	COc1ccc(NC(=O)c2ccc(S(=O)(=O)C(F)F)cc2)c(OC)c1
entry no.	1	2	3	4	5
PERK inh	0.4	-0.8	-0.7	-0.8	-0.3
S1P4 antagonist	11	-6	-1	-13	-11
BaF3 parental	2	6	0	7	1
MDM2 E3 inh	-2	-14	-17	-3	-1
Wee1 stabilizer	3	0	7	-1	-1
NPY2 pot ag	-4	4	14	-6	6
S1P4 ag	-0.7	-1.6	9.2	1.3	0.3
Ba/F3 V617F tox	0	2	2	2	-2
eIF4E 4G PPI	.	6	3	-1	-2

6	CCn1ncc(Br)c1C(=O)Nc1ccc(F)c([N+](=O)[O-])c1
7	CC(Cc1ccccc1)C(=O)N(C)Cc1ccccc1 (centres undefined)
8	CCCCOc1ccc(S(=O)(=O)Nc2ccc(NC(C)=O)cc2)cc1
9	O=C(Nc1ccc(Br)cn1)c1ccc([N+](=O)[O-])o1
10	Cc1ccc(S(=O)(=O)N(CCO)Cc2cc3ccc(C)c(C)c3[nH]c2=O)cc1
entry no.	6	7	8	9	10
PERK inh	-0.6	0.3	0.4	1.1	-1.4
S1P4 antagonist	16	19	-24	15	-7
BaF3 parental	3	6	5	0	10
MDM2 E3 inh	-11	.	0	-12	-4
Wee1 stabilizer	0	-1	2	1	1
NPY2 pot ag	20	-7	12	-3	3
S1P4 ag	0.3	0.2	-1.9	-1.6	0.9
Ba/F3 V617F tox	-2	-3	-2	5	2
eIF4E 4G PPI	1	3[fluorescence artefact?]	-3[fluorescence artefact?]	0	4

11	O=C(CN1C(=O)c2ccccc2S1(=O)=O)N1CCN(c2ccccc2)CC1
12	Cc1ccccc1NC(=S)Nc1cccc([N+](=O)[O-])c1
13	O=C(CNC(=O)c1cccc(Cl)c1)N/N=C/c1cccnc1
14	COc1ccc(CCNC(=O)C2CCCN(c3nc(C)cc(C)n3)C2)cc1 (centres undefined)
15	Cc1sc(NC(=O)c2cccs2)nc1-c1ccccc1
entry no.	11	12	13	14	15
PERK inh	1.6	-0.2	0.9	0.1	-0.9
S1P4 antagonist	3	5	4	12	-11
BaF3 parental	3	2	-2	5	0
MDM2 E3 inh	-2	-1	-12	-12	-12
Wee1 stabilizer	-1	1	2	-1	0
NPY2 pot ag	5	12	-26	-5	14
S1P4 ag	-0.8	-0.9	0.1	-1.0	0.5
Ba/F3 V617F tox	-1	1	-1	1	0
eIF4E 4G PPI	3[fluorescence artefact?]	1	0	0	5

# Excerpt, nos. 8–15
8	CCCCOc1ccc(S(=O)(=O)Nc2ccc(NC(C)=O)cc2)cc1
9	O=C(Nc1ccc(Br)cn1)c1ccc([N+](=O)[O-])o1
10	Cc1ccc(S(=O)(=O)N(CCO)Cc2cc3ccc(C)c(C)c3[nH]c2=O)cc1
11	O=C(CN1C(=O)c2ccccc2S1(=O)=O)N1CCN(c2ccccc2)CC1
12	Cc1ccccc1NC(=S)Nc1cccc([N+](=O)[O-])c1
13	O=C(CNC(=O)c1cccc(Cl)c1)N/N=C/c1cccnc1
14	COc1ccc(CCNC(=O)C2CCCN(c3nc(C)cc(C)n3)C2)cc1 (centres undefined)
entry no.	8	9	10	11	12	13	14
PERK inh	0.4	1.1	-1.4	1.6	-0.2	0.9	0.1
S1P4 antagonist	-24	15	-7	3	5	4	12
BaF3 parental	5	0	10	3	2	-2	5
MDM2 E3 inh	0	-12	-4	-2	-1	-12	-12
Wee1 stabilizer	2	1	1	-1	1	2	-1
NPY2 pot ag	12	-3	3	5	12	-26	-5
S1P4 ag	-1.9	-1.6	0.9	-0.8	-0.9	0.1	-1.0
Ba/F3 V617F tox	-2	5	2	-1	1	-1	1
eIF4E 4G PPI	-3[fluorescence artefact?]	0	4	3[fluorescence artefact?]	1	0	0

15	Cc1sc(NC(=O)c2cccs2)nc1-c1ccccc1
entry no.	15
PERK inh	-0.9
S1P4 antagonist	-11
BaF3 parental	0
MDM2 E3 inh	-12
Wee1 stabilizer	0
NPY2 pot ag	14
S1P4 ag	0.5
Ba/F3 V617F tox	0
eIF4E 4G PPI	5

# Remaining list, next part.
16	CCCc1nc2ccccc2c(=O)n1/N=C/c1ccc(O)c(O)c1
17	Cc1cc(C)n(-c2ccc(C(=O)Oc3ccc4c(c3)OCO4)cc2)n1
18	Cn1c(C(=O)NCCc2c[nH]c3ccccc23)cc2sccc21
19	COC(=O)c1c(C(C)=O)c(C)n(C)c1C
20	CCCCNS(=O)(=O)c1ccc(NC(=O)Cc2ccccc2[N+](=O)[O-])cc1
entry no.	16	17	18	19	20
PERK inh	0.8	-0.6	0.3	0.3	0.6
S1P4 antagonist	4	0	-12	-8	2
BaF3 parental	5	0	1	-1	-1
MDM2 E3 inh	10	-16	-7	-9	-2
Wee1 stabilizer	-2	0	0	-1	14*
NPY2 pot ag	-27	5	-14	14	-13
S1P4 ag	0.3	0.6	-2.0	-0.7	-3.2
Ba/F3 V617F tox	27*	0	-4	-6	-4
eIF4E 4G PPI	5	1[fluorescence artefact?]	4	1	1

21	O=C1CN(C(=O)COC(=O)c2cccnc2Cl)c2ccccc2N1
22	CCOC(=O)c1c(NC(=O)Cn2nc(C(F)(F)F)cc2C)sc(C)c1C
23	COc1cccc(NC(=O)c2cc(Cl)nnc2Cl)c1
24	CC(=O)c1ccc(OCC(=O)c2cc(C)n(-c3ccc4c(c3)OCO4)c2C)cc1
25	Cn1c(COc2ccccc2)nnc1SCC(=O)Nc1ccc2c(c1)OCO2
entry no.	21	22	23	24	25
PERK inh	0.0	0.8	1.0	0.5	0.7
S1P4 antagonist	-10	-10	-21	-12	0
BaF3 parental	1	8	3	5	3
MDM2 E3 inh	-5	-19	-8	-27	-21
Wee1 stabilizer	-3	-2	1	15*	-2
NPY2 pot ag	1	-7	0	4	2
S1P4 ag	2.6	0.6	0.2	0.6	-1.5
Ba/F3 V617F tox	-4	2	-1	1	-1
eIF4E 4G PPI	-3	2	1	3	3

26	O=C(NCCO)/C(=C\c1ccc2c(c1)OCO2)NC(=O)c1ccc(Br)cc1
27	O=C(CSc1nc2ccccc2n1CC(=O)N1CCCC1)Nc1ccc2c(c1)OCO2
28	CCc1nnc(NC(=O)CSc2nnc(-c3ccoc3C)n2CC(C)C)s1
29	CN(C)c1ccc(/C=N/NC(=O)c2ccco2)cc1
30	CCNC(=S)NNc1nncc2ccccc12
entry no.	26	27	28	29	30
PERK inh	0.0	-0.6	0.3	0.7	0.7
S1P4 antagonist	-12	-12	-27	-15	-7
BaF3 parental	3	0	1	1	9
MDM2 E3 inh	-1	-22	4	-36	1
Wee1 stabilizer	5	0	5	3	7
NPY2 pot ag	-2	-3	-1	11	-13
S1P4 ag	1.9	1.2	1.8	-0.8	1.7
Ba/F3 V617F tox	-1	-1	-2	-3	2
eIF4E 4G PPI	-4	-1	5	-8[fluorescence artefact?]	0

31	COC(=O)C(C)Oc1cc(OC(C)C(=O)OC)c2c(C)c(Cl)c(=O)oc2c1 (centres undefined)
32	C/C(CC(=O)Nc1ccc([N+](=O)[O-])cc1)=N/NC(=O)C1C2CCCCC21 (centres undefined)
33	CCCNC(=O)c1cccc(NC(=O)C(C)C)c1
34	CCOC(=O)c1c(NCc2ccc3c(c2)OCO3)c2ccccc2[nH]c1=O
35	CC(=O)OCCNc1cc(SCc2ccco2)c2nonc2c1[N+](=O)[O-]
entry no.	31	32	33	34	35
PERK inh	0.2	-0.6	0.4	0.0	-0.8
S1P4 antagonist	-6	25	-15	2	-5
BaF3 parental	-1	2	5	3	2
MDM2 E3 inh	-10	-1	-18	-1	.
Wee1 stabilizer	1	5	-1	-1	4
NPY2 pot ag	-5	-3	2	-7	1
S1P4 ag	-0.9	-0.2	0.2	-2.1	-0.4
Ba/F3 V617F tox	-2	1	-5	1	1
eIF4E 4G PPI	6	0	4	-6	3[fluorescence artefact?]

36	COc1cc(OC)cc(-c2cc3nc(C)c(CCC(=O)O)c(=O)n3[nH]2)c1
37	COc1cc(C)c(NC(=S)NCCCN2CCOCC2)cc1OC
38	CCCCOc1ccc(C2OC34CCCCC3C(C#N)(C#N)C2(C#N)C(=N)O4)cc1 (centres undefined)
39	O=C(Nc1ccccc1C(=O)NCc1ccco1)c1ccco1
40	CCN(CC)CCNC(=O)c1cc2c(=O)n(C)c3ccccc3c2n1C
entry no.	36	37	38	39	40
PERK inh	1.1	0.6	0.3	-0.1	-0.3
S1P4 antagonist	-17	-7	2	11	-3
BaF3 parental	12	2	0	1	1
MDM2 E3 inh	-12	-14	7	-20	-11
Wee1 stabilizer	1	0	-4	4	-2
NPY2 pot ag	-2	9	-1	-7	-5
S1P4 ag	-2.1	-0.1	2.5	1.1	-0.6
Ba/F3 V617F tox	3	3	-3	-3	-1
eIF4E 4G PPI	0[fluorescence artefact?]	-2	-7[fluorescence artefact?]	2	5

41	COc1ccc(-n2c(Cc3cccn3C)nnc2SCC(=O)Nc2cccc(NC(C)=O)c2)cc1
42	CCSCCOC(=O)C1=C(C)NC2=C(C(=O)CCC2)C1c1coc2ccccc2c1=O (centres undefined)
43	CCOc1ccc(C(CC(=O)O)NC(=O)CCCOc2ccc(Cl)cc2C)cc1 (centres undefined)
44	Fc1cccc(CSc2ccc3nnc(-c4ccccn4)n3n2)c1
45	COC(=O)c1ccccc1NC(=O)N1c2ccccc2CC1C (centres undefined)
entry no.	41	42	43	44	45
PERK inh	0.9	-1.3	-0.4	-1.5	-1.2
S1P4 antagonist	0	5	-1	-2	-11
BaF3 parental	2	2	4	1	5
MDM2 E3 inh	-6	-18	-10	-13	-3
Wee1 stabilizer	-2	4	0	-1	-2
NPY2 pot ag	9	-14	-21	-29	-17
S1P4 ag	2.1	1.1	4.5	-0.1	1.1
Ba/F3 V617F tox	-3	3	4	2	0
eIF4E 4G PPI	4	4	-4	1	4

46	CCc1ccc(Nc2ccc(C(N)=O)cc2[N+](=O)[O-])cc1
47	CCCn1cc(CN2CCN(Cc3ccc(C)o3)C(CCO)C2)c(C)n1 (centres undefined)
48	COC(=O)c1sccc1NC(=S)N1CCCCC1
49	CC1=C(C(=O)Nc2ccccc2)C(c2cccs2)NC(=O)N1 (centres undefined)
50	CCOCCCNC(=O)c1ccccc1SC
51	COc1cccc(C2CC(c3ccccc3Cl)Nc3nc(N)nn32)c1 (centres undefined)
52	O=C(NC1CCCCCC1)c1nnc(Cc2ccc(Cl)cc2)o1
53	O=C(c1ccc(F)cc1)C1CCN(Cc2cn[nH]c2-c2ccc(F)cc2)CC1
entry no.	46	47	48	49	50	51	52	53
PERK inh	0.3	0.7	-0.3	0.0	0.9	0.9	0.1	0.8
S1P4 antagonist	-12	-16	-8	-3	8	-22	4	-10
BaF3 parental	10	7	5	3	5	2	10	-3
MDM2 E3 inh	-5	-2	-19	-12	-2	7	.	4
Wee1 stabilizer	0	1	-1	2	-1	1	0	-2
NPY2 pot ag	20	-6	-16	2	1	4	-3	-10
S1P4 ag	-0.1	-3.3	-0.1	-0.1	-1.1	2.6	0.4	1.0
Ba/F3 V617F tox	-1	3	3	5	3	-2	2	-3
eIF4E 4G PPI	1	-1	12	-4	0	2	1[fluorescence artefact?]	-2
